SW480 rereplic: A quantitative high throughput screen for small molecules that induce DNA re-replication in SW480 colon adenocarcinoma cells; Potency, µM (titrated, usually from 46.1 µM), for inactives: at the highest dose re-replication activation, usual class: activators; 1.8% of 340,000 active; AID 624297, 2012; SW480 DNA re-replication, Hoechst DNA content imaging, 48 h; further: % of control where 0% means no effect; nearly all actives have a fitted effect of over 55% in size
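Cells (250 per well) received 23 nL compound or DMSO by pin tool and were kept 48 hr at 37 C, 5% CO2. Nuclei were then stained with Hoechst for 40 min and scanned for DNA content.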
HT1080NT lethal: qHTS for induction of synthetic lethality in tumor cells producing 2HG: qHTS for the HT-1080-NT fibrosarcoma cell line | HT-1080-NT fibrosarcoma viability, CellTiter-Glo ATP luminescence, 48 h | Potency, µM (series often up to 46.1 µM), for inactives: at the highest dose activity, negative = less viability, actives largely listed as cytotoxic | 1.6% of 360,000 active | AID 686970, 2013;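 further: NT is the 2HG producing partner of a matched IDH1 knockdown line; 0% = DMSO-treated cells and -100% = media-only wells without cells; nearly all actives have a fitted effect of over 55% in size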
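Luminescent CellTiter-Glo readout after 48 hours of compound exposure at 37 degrees C defined viability of HT-1080-NT cells. Activity was normalized to DMSO wells and cell-free media wells; concentration-response curves were fitted and assigned curve classes.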
GLP-1R agonist: qHTS of GLP-1 Receptor Agonists. Potency, µM (top dose mostly 45.6 µM), for the others: at the top dose activation, usual class: activators. Glucagon-like peptide 1 receptor (Homo sapiens), P43220. HEK293 GLP-1R CRE-luciferase, luminescence, 4-6 h; cells express a hypersensitive GLP-1R form. 0.007% of 380,000 active; further: % of control where 0% means no effect
Target sequence (P43220 whole entry, looked up): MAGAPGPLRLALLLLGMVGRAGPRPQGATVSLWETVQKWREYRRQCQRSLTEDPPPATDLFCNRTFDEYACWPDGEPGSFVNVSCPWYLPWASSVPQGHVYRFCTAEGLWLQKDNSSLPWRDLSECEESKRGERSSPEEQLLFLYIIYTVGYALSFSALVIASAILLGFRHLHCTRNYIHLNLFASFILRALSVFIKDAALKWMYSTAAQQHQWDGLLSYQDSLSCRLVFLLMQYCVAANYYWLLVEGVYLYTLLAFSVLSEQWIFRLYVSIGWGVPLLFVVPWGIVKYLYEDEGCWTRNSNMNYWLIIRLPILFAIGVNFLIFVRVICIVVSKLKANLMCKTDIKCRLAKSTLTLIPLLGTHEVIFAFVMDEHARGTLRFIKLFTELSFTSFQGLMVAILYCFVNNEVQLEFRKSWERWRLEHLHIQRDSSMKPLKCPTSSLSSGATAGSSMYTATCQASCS
HT1080 IDH1KD tx: qHTS for induction of synthetic lethality in tumor cells producing 2HG: qHTS for the HT-1080-IDH1KD cell line; Potency, µM (titrated, usually from 46.1 µM), for inactives: at the highest dose activity, negative = toxicity, hits mostly cytotoxic; HT-1080 IDH1 knockdown viability, ATP luminescence, 48 h; 2% of 360,000 active;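 further: 0% = DMSO wells and -100% = cell-free medium wells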
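In this qHTS, HT-1080 cells depleted of IDH1 are exposed for 48 h at 37 °C to compound titrations. Toxicity is scored from CellTiter-Glo luminescence, with DMSO as full viability and medium alone as none.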
KB-V1 MDR tox: qHTS assay for MDR1-selective chemotherapeutics: Primary screen using the drug-selected MDR subline cells KB-V1. KB-V1 MDR cells viability, CellTiter-Glo, 72 h. Potency, µM (doses to about 46.1 µM), for inactives: top-dose activity change, negative = cytotoxicity, most hits filed as cytotoxic. 3.4% of 400,000 active. AID 1347076, 2019; further: on the % scale 0 is the no-effect control and ±100 the full control effect; nearly all actives have a fitted effect of over 60% in size
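In this primary screen, KB-V1 cells overexpressing P-gp are incubated with library compounds (lowest to highest concentration) for 72 h at 37 degrees C before a luminescent ATP viability read.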
TDP-43 yeast inh: qHTS of TDP-43 Inhibitors. TDP-43 expressing yeast growth rescue, BacTiter-Glo, 24 h. Potency, µM (top dose mostly 46.1 µM), without a hit: at the top dose growth rescue (activation), usual class: activators. 1.8% of 410,000 active. AID 652104, 2013; further: % of control where 0% means no effect; nearly all actives have a fitted effect of over 50% in size
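Readout is BacTiter-Glo luminescence of cell growth, so inhibitors register as activators. TDP-43-expressing yeast at OD600=0.02 in galactose medium, after raffinose pregrowth to mid-log, were incubated with compound for 24 hr at 30 deg C.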
KB-3-1 tox: qHTS assay for MDR1-selective chemotherapeutics: Primary screen using the parental adenocarcinoma cell KB-3-1; KB-3-1 viability, CellTiter-Glo ATP luminescence, 72 h; Potency, µM (series often up to 46.1 µM), inactives show at the highest dose activity change, negative = cytotoxic, actives largely listed as cytotoxic; 1.4% of 400,000 active; AID 1347075, 2019; further: on the % scale 0 is the no-effect control and ±100 the full control effect; nearly all actives have a fitted effect of over 60% in size
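Cells are dispensed, compounds pinned in, plates held at 37 °C for 72 h, then CellTiter-Glo is added and luminescence read after 10 minutes. Cell line: parental KB-3-1 in phenol-red-free DMEM, 10% FBS.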
HEK293 tox: qHTS of GLP-1 Receptor Inverse Agonists: Cytotox Screen. HEK293 cAMP-luciferase reporter cells, luminescence, 24 h. AID 624418, 2012. Potency, µM (titrated, usually from 38.3 µM), inactives show at the highest dose activity change, negative = inhibition, usual class: inhibitors. 0.13% of 410,000 active;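 further: loss of luciferase light is scored as toxicity; on the % scale 0 is the no-effect control and ±100 the full control effect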
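Quantitative HTS format, 1536 wells, 200 cells/uL seeded. Compounds: 23 nL, 24 h, 37 °C. Detection: luciferase reagent, luminescence at 12 min RT; decreased signal taken as cytotoxic.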
GLP-1R inv ag: qHTS of GLP-1 Receptor Inverse Agonists (Inhibition Mode); Glucagon-like peptide 1 receptor (Homo sapiens), P43220; Potency, µM (titrated, usually from 38.3 µM), for the others: at the highest dose activity change, negative = inhibition, usual class: inhibitors; HEK293 GLP-1R CRE-luciferase, luminescence, 24 h; GLP-1R form is constitutively active; 1.6% of 410,000 active; AID 624417, 2012; further: on the % scale 0 is the no-effect control and ±100 the full control effect; nearly all actives have a fitted effect of over 55% in size
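Inverse agonism was detected as reduced cAMP-driven luciferase luminescence after 24 h compound treatment. The cells were HEK293 clones expressing constitutively active human GLP-1R with the reporter. Reporter-only and GPR119 cell lines served as counterscreen controls.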
Active calls of the source: *; ? = inconclusive; / = no result given; [ ] = dose if it differs, or a comment. The call rests on the fitted dose curve; in most records, active means well fitted curve in the direction sought with a large enough effect; inconclusive means small, poorly fitted or top-dose-only effect, or another doubt; inactive means no such curve, though single readings can be large; an effect the other way counts as inactive or inconclusive. Potency means the concentration at half of the fitted maximal effect.

nr	SMILES	SW480 rereplic	HT1080NT lethal	GLP-1R agonist	HT1080 IDH1KD tx	KB-V1 MDR tox	TDP-43 yeast inh	KB-3-1 tox	HEK293 tox	GLP-1R inv ag
1	Cc1ccc(CCNc2ccc3ccccc3c2)cn1	-2%[9.22 µM]	?	12%	-2%	?	-2%	?	-13%	-10%
2	CCCC(=O)C1C(=O)CC(CC(C)SCC)CC1=O (centres undefined)	-2%	-2%	-2%	-4%	?	-44%[inhibitor]	1%	17%	2%
3	COc1cc(NC(=O)CCN2C(=O)NC3(CCCC3)C2=O)c(OC)cc1Cl	-11%	3%	3%	12%	0%	9%	?	6%	-14%
4	Cc1cccc(C(=O)c2ccccc2C(=O)O)c1O	1%	-2%	-5%	3%	12%	4%	1%	9%	-16%
5	CC(C)NC(=O)CCn1nc(-c2ccc(Cl)cc2)c2ccccc2c1=O	-10%	4%	10%	-12%	-22%	-8%	4%	-8%	?
6	Cc1ccc(OCC(=O)NNC(=O)Cn2c(=O)cnc3ccccc32)cc1	?	-9%	2%	9%	3%	-3%	11%	1%	26%
7	Cc1cc(C)n2nc(CCCO)nc2n1	-42%[inhibitor]	0%	1%	2%	0%	8%	3%	17%	16%
8	COc1ccccc1CN1CCN(S(=O)(=O)c2ccc(C)cc2)CC1	-2%	2%	7%	-7%	-23%	11%	1%	3%	?
9	COc1ccc(CCNC(=O)CCCc2nnc3n(C)c(=O)c4sccc4n23)cc1OC	-17%	9%	3%	19%	10%	-10%	1%	7%	22%
10	COc1ccc(C(C)=O)cc1COc1ccc(-n2cnnn2)cc1	-5%	-3%	10%	4%	21µM*	28%	-1%	2%	89%[activator]
11	COc1ccc(C(=O)N[C@H](C(=O)Nc2cccc(S(=O)(=O)N3CCOCC3)c2)C(C)C)cc1	/	-3%	-3%	-5%	-10%	3%	-15%	-9%	4%
12	CCN1CCCC1CNC(=O)c1ccc(N2CCOCC2)c(NS(=O)(=O)c2ccc(OC)cc2)c1 (centres undefined)	-38%[inhibitor]	-2%	9%	6%	3%	5%	2%	2%	5%
13	O=C(NCCC1=CCCCC1)c1cc(COc2c(F)cccc2F)on1	-25%	12%	4%	13%	21%	10%	6%	-13%	?
14	Clc1ccc2nnc(Cl)n2n1	-1%	-7%	0%	1%	-35%	-19%[9.22 µM]	-36%	-3%	8%
15	COc1ccc(F)cc1S(=O)(=O)Nc1ccc(C)cc1	-1%	-10%	17%	-25%	-18%	12%	?	1%	?
16	N#Cc1ccccc1OCC(=O)OCC(=O)c1ccc[nH]1	-16%	0%	4%	0%	?	19%	-1%	-8%	-5%
17	CC(C)C[C@@H](CN1CCCC1CN1C(=S)NC[C@@H]1Cc1ccccc1)N1C[C@H](Cc2ccccc2)N(CC2CCCCCC2)C1=S (some centres undefined)	/	-21%	1%	-1%	?	23%	-10%	6%	7%
18	O=C(Cc1cccs1)Nc1cc(S(=O)(=O)N2CCCCC2)ccc1Cl	-1%	-2%	9%	-6%	-16%	6%	-10%	1%	?
19	COc1ccc(NS(=O)(=O)c2ccc(-c3cnc(C4CC4)o3)cc2)cc1OC	3%	15µM*	12%	15µM*	?	1%	2.1µM*	-27%	?
20	COc1ccc2c(c1)C(=O)N1[C@H]3c4cc(C)ccc4OC[C@@H]3[C@H](c3ccccc3)[C@]1(C)C(=O)N2	?	?	3%	?	?	-40%[inhibitor]	?	-4%	?
21	Cc1cc(C(=O)NCc2ccc(Cl)cc2)n(-c2ccccc2)n1	14%	-11%	1%	2%	?	18%	-1%	3%	?
22	CCOc1ccc(NC(=O)Cn2ccn3nc(-c4ccc(OC)c(OC)c4)cc3c2=O)cc1	/	/	/	/	10%	13%	6%	3%	8%
23	Cc1ccc(-c2nnn(CC(=O)N(Cc3cccs3)C(C(=O)NC3CCCCC3)c3ccco3)n2)o1 (centres undefined)	5%	-2%	4%	0%	?	-4%	-9%	69%[activator]	0%
24	CC1CCCCN1C(=O)C1CCN(S(=O)(=O)c2ccc(-n3cnnn3)cc2)CC1 (centres undefined)	-7%	-4%	4%	0%	-10%	6%	0%	5%	7%
25	CCOC(=O)C1(C(F)(F)F)N=C(c2cccnc2)OC(N2CCOCC2)=N1 (centres undefined)	-3%	-1%	0%	-1%	0%	17%	23%	-1%	20%
26	COc1ccc(C2/C=C\CN(S(=O)(=O)c3ccc(-c4ccccc4)cc3)CC(=O)N2Cc2ccc(F)cc2)cc1 (centres undefined)	3%	11%	7%	12%	-5%	15%	17%	-16%	-13%
27	O=C(CNc1n[nH]c(=O)[nH]c1=O)N/N=C/c1ccccc1	-3%	25%	-7%	10%	-11%	13%	-12%	3%	11%
28	Cc1c(C(=O)NC(C)C2CC3CCC2C3)cccc1[N+](=O)[O-] (centres undefined)	-18%	-4%	5%	-7%	-1%	2%	3%	?	-32%
29	CCOc1ccc(C(=O)NCCN(C)C)cc1	1%	-2%	-10%	-2%	-13%	-4%	2%	2%	21%
30	CCCn1c(SCC(=O)OCC)nc(C(F)(F)F)cc1=O	4%	9%	7%	12%	-28%	-13%	-23%	-3%	4%
31	COCc1cc(C)nc(Nc2ccc(C)cc2C)c1C#N	-7%	4%	-10%	2%	11%	0%	5%	-5%	3%
32	NC(=O)C1CCN(Cc2nc(-c3cccs3)no2)CC1	-8%	3%	0%	14%	?	-6%	0%	11%	5%
33	O=C(COc1ccc(Br)cc1Cl)NCCCN1CCOCC1	0%	-5%	1%	-2%	7%	-21%	1%	6%	-3%
34	Cc1ccc(Cn2c(S(=O)(=O)O)nc3ccccc32)cc1	-8%	2%	-4%	10%	0%	-9%	0%	-5%	12%
35	O=C(O)c1cccc2c1C(=O)N(c1ccccc1)C2	-12%	9%	3%	18%	20%	-36%[inhibitor]	14%	-9%	12%
36	CCOc1ccc(N(CC(=O)NC2CCCC2)C(=O)Cn2nnc(-c3ccc(C)o3)n2)cc1	2%	-1%	10%	-4%	-17%	-8%	3%	16%	-36%
37	Cc1cc(C)c2cc(C(O)c3nnnn3Cc3ccccc3)c(=O)[nH]c2c1 (centres undefined)	4.6µM*	5%	5%	13%	-25%	-27%	-6%	-20%	-20%
38	O=C(C1CCN(Cc2cc(Cl)ccc2O)CC1)N1CCN(Cc2ccccc2)CC1	11%	-12%	-8%	-23%	10µM*	7%	?	-2%	7.1µM*
39	OC(c1ccccc1)c1ncc(-c2cccc(F)c2)[nH]1 (centres undefined)	/	-10%	-2%	13%	-8%	2%	-24%	-1%	13%
40	CC1=CS/C(=C(/C#N)C(=O)N2CCCCC2)N1c1ccccc1	-1%	6%	9%	14%	0%	22%	6%	4%	3%
41	COc1ccc(-n2nc(C(=O)NCC(=O)Nc3ccc(F)cc3)c3ccccc3c2=O)cc1	0%	-4%	20%	-14%	?	2%	-3%	-1%	-6%
42	CCOC(=O)C1=C(COC(=O)CSc2ccc(C)cc2C)NC(=O)NC1C (centres undefined)	-5%	2%	-2%	0%	6%	9%	?	-12%	12%
43	Cc1ccc(Cn2ccc(=O)c(Cc3c(Cl)cccc3Cl)c2C)cc1	-3%	-9%	0%	-22%	-17%	18%	7%	-2%	?

Rewritten with one line to a screen: entries from further up
#32 NC(=O)C1CCN(Cc2nc(-c3cccs3)no2)CC1
#33 O=C(COc1ccc(Br)cc1Cl)NCCCN1CCOCC1
#34 Cc1ccc(Cn2c(S(=O)(=O)O)nc3ccccc32)cc1
#35 O=C(O)c1cccc2c1C(=O)N(c1ccccc1)C2
#36 CCOc1ccc(N(CC(=O)NC2CCCC2)C(=O)Cn2nnc(-c3ccc(C)o3)n2)cc1
#37 Cc1cc(C)c2cc(C(O)c3nnnn3Cc3ccccc3)c(=O)[nH]c2c1 (centres undefined)
#38 O=C(C1CCN(Cc2cc(Cl)ccc2O)CC1)N1CCN(Cc2ccccc2)CC1
#39 OC(c1ccccc1)c1ncc(-c2cccc(F)c2)[nH]1 (centres undefined)

assay / compound | 32 | 33 | 34 | 35 | 36 | 37 | 38 | 39
SW480 rereplic | -8% | 0% | -8% | -12% | 2% | 4.6µM* | 11% | /
HT1080NT lethal | 3% | -5% | 2% | 9% | -1% | 5% | -12% | -10%
GLP-1R agonist | 0% | 1% | -4% | 3% | 10% | 5% | -8% | -2%
HT1080 IDH1KD tx | 14% | -2% | 10% | 18% | -4% | 13% | -23% | 13%
KB-V1 MDR tox | ? | 7% | 0% | 20% | -17% | -25% | 10µM* | -8%
TDP-43 yeast inh | -6% | -21% | -9% | -36%[inhibitor] | -8% | -27% | 7% | 2%
KB-3-1 tox | 0% | 1% | 0% | 14% | 3% | -6% | ? | -24%
HEK293 tox | 11% | 6% | -5% | -9% | 16% | -20% | -2% | -1%
GLP-1R inv ag | 5% | -3% | 12% | 12% | -36% | -20% | 7.1µM* | 13%

#40 CC1=CS/C(=C(/C#N)C(=O)N2CCCCC2)N1c1ccccc1
#41 COc1ccc(-n2nc(C(=O)NCC(=O)Nc3ccc(F)cc3)c3ccccc3c2=O)cc1

assay / compound | 40 | 41
SW480 rereplic | -1% | 0%
HT1080NT lethal | 6% | -4%
GLP-1R agonist | 9% | 20%
HT1080 IDH1KD tx | 14% | -14%
KB-V1 MDR tox | 0% | ?
TDP-43 yeast inh | 22% | 2%
KB-3-1 tox | 6% | -3%
HEK293 tox | 4% | -1%
GLP-1R inv ag | 3% | -6%

High-throughput results: PubChem, National Center for Advancing Translational Sciences (NCATS)

An unsorted share of the library. Share with any hit: about 9.4%.
